Chronic BCR inh – chronic active BCR signaling inhibition. ABC-DLBCL IkBa-CBG/CBR reporter, luminescence ratio, 4 h. Potency, µM (highest dose often 46.1 µM), inactives show at the top dose ratio change, negative = lower green/red ratio, usual class: inhibitors. 340,000 tested, 0.05% active. AID 493014; active means well fitted inhibition curve with a large enough effect in the signal ratio, with a control signal flat, not every such curve was filed as active; inconclusive means small, poorly fitted or top-dose-only effect, or effect the other way, or a change in a side signal; the % refers to the signal ratio;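 further: potency means the concentration at half of the fitted maximal effect; plate controls were basal doxycycline-induced cells for no effect and cells given 10 µM MG132 for full effect; MG132 reads +100%, hits lower the ratio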
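Concentration-response series (up to 46 uM) were applied to TMD8 dual-reporter cells for 4 h at 37C with doxycycline. Green/red ratio, after filter-overlap correction, defined %Activity; red signal alone was normalised to basal cells and zero luminescence.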
ELG1 DNA repair – inhibitors of ELG1-dependent DNA repair in HEK293T cells | HEK293T ELG1-luciferase reporter, luminescence, 16 h; DNA damage induced by 5-fluorouridine | 330,000 tested, 2.3% active | Potency, µM (titrated, usually from 46.1 µM), for the others: at the highest dose activity change, negative = inhibition, usual class: inhibitors | AID 504467; further: potency means the concentration at half of the fitted maximal effect; on the % scale 0 is the no-effect control and ±100 the full control effect; nearly all actives have a fitted effect of over 55% in size
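Quantitative HTS, concentration-response format. 2,000 cells/well co-treated with 5-fluorouridine and compound, 16 hr in 5% CO2 at 37 °C; ONE-Glo luminescence read after 30 min.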
Tb PFK inh – T. brucei PFK enzyme inhibition; T. brucei PFK, ADP-Glo luminescence; 330,000 tested, 0.17% active; Potency, µM (doses to about 57.5 µM), without a hit: at the top dose activity, negative = inhibition, actives largely listed as inhibitors; O15648;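 further: potency means the concentration at half of the fitted maximal effect; 0% = uninhibited 1x PFK enzyme wells and -100% = no-enzyme wells; nearly all actives have a fitted effect of over 60% in size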
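Compounds were pin-transferred as a titration series up to 57 uM into substrate buffer (0.5 mM F6P, 0.1 mM ATP, pH 8.0), then 1.25 nM PFK was added and reactions ran 45 min before ADP-Glo detection.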
TCR act – activators of T cell receptors; primary human leukocytes, anti-CD3, IL-2 HTRF, 48 h; AID 504894; Potency, µM (doses to about 9.22 µM), without a hit: top-dose activation of IL-2 secretion, most hits filed as activators; 330,000 tested, under 10 active; further: % of control where 0% means no effect
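IL-2 produced over 48 hr by a-CD3 bead-stimulated primary human leukocytes exposed to compounds was detected with a homogeneous time-resolved FRET immunoassay, 665nm acceptor signal after 320nm excitation.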
Mito fusion yeast – mitochondrial division inhibition or fusion activation; S. cerevisiae fusion-defective mutant growth rescue, CellTiterGlo 48 h; Potency, µM (top dose mostly 46.1 µM), inactives show at the highest dose growth rescue (activation), hits mostly activators; 320,000 tested, 0.23% active; AID 485298;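 further: potency means the concentration at half of the fitted maximal effect; % of control where 0% means no effect; nearly all actives have a fitted effect of over 45% in size; temperature-sensitive fusion mutants such as fzo1-1 at 37 °C on non-fermentable ethanol glycerol medium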
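Temperature-sensitive fusion-defective S. cerevisiae (e.g. fzo1-1, mgm1-5) were grown with compound in YPEG medium (3% ethanol, 3% glycerol) for 48 hours at 37C. Growth rescue was measured as viability by CellTiterGlo luminescence after 10 minutes at ambient.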
Eya2 inh – inhibitors of human Eya2 phosphatase activity; O00167; recombinant Eya2, OMFP fluorescence dephosphorylation (OMFP is methylfluorescein phosphate); Potency, µM (highest dose often 76.9 µM), without a hit: at the highest dose activity, negative = inhibition, hits mostly inhibitors; 330,000 tested, 0.006% active; AID 488837; further: potency means the concentration at half of the fitted maximal effect; on the % scale 0 is the no-effect control and ±100 the full control effect
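Eya2 (0.2 uM) preincubated 10 min at ambient with compound, then OMFP substrate added at 50 uM; 10 min reaction in 50 mM HEPES pH 7.5, 50 mM NaCl, 5 uM MgCl2, 0.05% BSA, 1 mM DTT. Fluorescence read at Ex 485/Em 525 nm.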
TSHR antagonist – human thyrotropin receptor antagonism | AID 504810 | activity change, negative = inhibition, % at 11.5 µM | TSHR-expressing cells, TSH-stimulated cAMP HTRF, 2 h; hits give low values | 330,000 tested, 0.2% active | P16473;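 active means activity change below a set negative limit, meaning inhibition stronger than a set level, cut at about -70% in these data; inconclusive means activity change between two set negative limits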; further: on the % scale 0 is the no-effect control and ±100 the full control effect
Target sequence (P16473 whole entry, looked up): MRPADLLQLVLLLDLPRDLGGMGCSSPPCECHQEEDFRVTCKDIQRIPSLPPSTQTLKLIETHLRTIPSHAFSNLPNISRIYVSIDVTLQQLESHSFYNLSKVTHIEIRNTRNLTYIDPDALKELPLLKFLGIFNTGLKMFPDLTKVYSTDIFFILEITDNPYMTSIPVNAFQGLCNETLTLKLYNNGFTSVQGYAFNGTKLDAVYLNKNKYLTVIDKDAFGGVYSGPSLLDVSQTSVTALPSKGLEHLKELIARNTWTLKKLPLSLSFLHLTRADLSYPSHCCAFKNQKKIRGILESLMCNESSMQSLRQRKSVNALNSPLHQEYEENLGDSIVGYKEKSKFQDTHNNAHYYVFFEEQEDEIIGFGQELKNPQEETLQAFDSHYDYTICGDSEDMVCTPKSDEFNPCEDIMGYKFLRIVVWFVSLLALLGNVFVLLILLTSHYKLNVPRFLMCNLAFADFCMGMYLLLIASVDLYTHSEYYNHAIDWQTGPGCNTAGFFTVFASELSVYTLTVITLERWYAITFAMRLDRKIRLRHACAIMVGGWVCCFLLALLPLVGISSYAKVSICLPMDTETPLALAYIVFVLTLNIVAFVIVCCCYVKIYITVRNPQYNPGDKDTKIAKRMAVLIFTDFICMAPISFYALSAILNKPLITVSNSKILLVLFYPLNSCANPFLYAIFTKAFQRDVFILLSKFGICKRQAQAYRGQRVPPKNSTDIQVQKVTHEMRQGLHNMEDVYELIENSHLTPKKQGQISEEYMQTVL
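TSHR-expressing cells, 200/well, pre-treated with compound, then stimulated with EC80 TSH (4nM final) for 2 hours at 37 deg C. cAMP measured by competitive HTRF: anti-cAMP cryptate antibody in lysis buffer plus cAMP-d2, read after 30 minutes at room temperature.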
USP2a block – blocks human ubiquitin-specific protease USP2a | 330,000 tested, 0.01% active | USP2 core, Ub-CHOP2 coupled fluorogenic reporter, 485/531 | O75604 | AID 463254 | Potency, µM (titrated, usually from 38.3 µM), inactives show top-dose activity change, negative = inhibition, actives largely listed as inhibitors;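 further: potency means the concentration at half of the fitted maximal effect; plate controls were DMSO wells for no effect and full inhibition by NEM control for full effect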
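USP2 core (10nM final) preincubated 30min RT with compound in 20mM Tris-HCl pH 8.0, 2mM CaCl2, 2mM beta-mercaptoethanol, 0.05% CHAPS; 25nM Ub-CHOP2 plus 25nM reporter substrate added, fluorescence (Ex485/Em531) read after 60min.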
B2AR arrestin – beta2AR (human) beta-arrestin recruitment activity. P07550. beta-arrestin recruitment to beta2AR, cell-based reporter. Potency, µM (doses to about 46.1 µM), without a hit: top-dose activation, hits mostly activators. 330,000 tested, 0.02% active;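 further: potency means the concentration at half of the fitted maximal effect; 0% = DMSO controls and full agonism = EC100 isoproterenol or metaproterenol; nearly all actives have a fitted effect of over 65% in size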
uPA generation – cell surface uPA generation inhibition; cell surface uPA generation assay, qHTS; Potency, µM (series often up to 38.3 µM), for inactives: top-dose activity change, negative = inhibition, most hits filed as inhibitors; 330,000 tested, 0.31% active; AID 540303; active means well fitted inhibition curve with a large enough effect; inconclusive means small, poorly fitted or top-dose-only effect; inactive means no such curve, though single readings can be large or run the other way; tested in mouse RAW 264.7 cells; further: potency means the concentration at half of the fitted maximal effect; on the % scale 0 is the no-effect control and ±100 the full control effect; nearly all actives have a fitted effect of over 55% in size
PTAP TSG101 blk – blocks PTAP/TSG101 interaction to inhibit HIV-1 budding; Potency, µM (titrated, usually from 115 µM), for inactives: at the top dose activity change, negative = inhibition, hits mostly inhibitors; AID 493005; Fluorescence polarization, FITC-PTAP peptide / Tsg101 binding; 340,000 tested, under 10 active; active means well fitted inhibition curve with a large enough effect in the main read-out, with a control signal flat, not every such curve was filed as active; inconclusive means small, poorly fitted or top-dose-only effect, or effect the other way, or a change in a side signal; inactive means no such curve, though single readings can be large or run the other way; further: potency means the concentration at half of the fitted maximal effect; % of control where 0% means no effect
Target sequence (Q99816 whole entry, looked up): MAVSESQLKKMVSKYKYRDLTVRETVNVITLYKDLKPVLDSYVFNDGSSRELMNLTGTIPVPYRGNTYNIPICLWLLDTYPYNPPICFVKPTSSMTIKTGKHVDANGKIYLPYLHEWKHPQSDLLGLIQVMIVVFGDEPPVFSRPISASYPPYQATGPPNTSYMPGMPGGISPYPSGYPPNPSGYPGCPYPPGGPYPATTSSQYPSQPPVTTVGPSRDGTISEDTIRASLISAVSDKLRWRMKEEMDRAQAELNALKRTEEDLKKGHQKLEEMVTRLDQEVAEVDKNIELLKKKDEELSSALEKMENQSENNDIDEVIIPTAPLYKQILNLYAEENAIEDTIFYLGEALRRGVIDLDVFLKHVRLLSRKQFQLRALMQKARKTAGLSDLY
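Tsg101 binding domain (10 uM final) was mixed with compound and a FITC-labeled PTAP peptide (50 nM final) in HEPES pH 7.5 buffer with NaCl, Tween 20, EDTA and TCEP; fluorescence polarization was read after 20 min at r.t.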
Active calls of the source: *; ? = inconclusive; / = not tested or not shown; & = joins results of further samples; ! = not confirmed by another sample; [ ] = remark or other dose. Unless noted, the call rests on the fitted dose curve; in most records, active means well fitted curve in the direction sought with a large enough effect; inconclusive means small, poorly fitted or top-dose-only effect, or another doubt; inactive means no such curve, though single readings can be large; an effect the other way counts as inactive or inconclusive.

Below each compound – Mito fusion yeast, PTAP TSG101 blk, Tb PFK inh, Chronic BCR inh, Eya2 inh, USP2a block, TSHR antagonist, uPA generation, B2AR arrestin, ELG1 DNA repair, TCR act
> O=C(Nc1ccc(NC(=O)C2CC2)nc1)c1cccc(F)c1
    -0.5%, -2.9%, 0.6%, 2.2%, 11.8%, 2.7%, -8.5, 1.0%, -1.4%, ?, 5.4%
> O=C(NC(=S)Nc1ccccc1C(=O)O)c1ccc(-c2ccc(Br)cc2)o1
    0.6%, -10.8%, 4.1%, ?, 6.1%, 0.0%, -3.8, 1.4%, 0.0%, ?, -6.5%
> Cc1nc2ccc(NC(=O)[C@@H](NC(=O)c3c(F)cccc3F)C(C)C)cc2s1
    -0.6%, 0.5%, -11.7%, -12.1%, 2.9%, 0.8%, -22.3, -20.3%, -0.9%, ?, -4.1%
> Cc1cccc(-n2c(O)c(C=NCCCN3CCOCC3)c3ccccc3c2=O)c1
    6.0%, -0.8%, -3.7%, ?, -2.6%, -2.1%, 4.6, -2.3%, 2.1%, ?, -3.2%
> CC(=O)C1=C(O)C(=O)N(c2ccc(O)cc2)C1c1ccc([N+](=O)[O-])cc1 (stereo unspecified)
    16.0%, -5.0%, 0.9%, 12.1%, -1.9%, 10.6%, -0.1, 4.7%, 0.3%, 11.7%, 2.5%
> O=C(O/N=C/c1ccc2c(c1)OCO2)c1ccc([N+](=O)[O-])cc1
    -3.8%, -1.7%, -1.3%, -5.5%, -5.3%, -0.7%, 8.8, 12.4%, 0.0%, 9.5%, 1.4%
> Cc1cccc(OCCC(=O)Nc2ccc(C)c(S(=O)(=O)N3CCCCC3)c2)c1
    17.5%, -2.5%, 3.0%, 6.6%, -4.7%, 0.0%, -17.8, -13.6%, -0.6%, -21.3%, -0.3%[46.1 µM]
> CCCS(=O)(=O)N1CCCC(c2nc(-c3ccc(OC)cc3)no2)C1 (stereo unspecified)
    -2.9%, -6.2%, -0.8%, -14.5%, -14.1%, 1.4%, -4.0, -10.6%, -0.1%, ?, 1.4%
> NC(=O)c1cccc2c1C(=O)N(C1CCCCC1)C2
    0.5%, -6.6%, -13.9%, -0.6%, 1.5%, 4.5%, 5.5, 19.1%, 0.0%, ?, 5.3%[46.1 µM]
> Fc1cccc(CN2CCC(Cc3ccccc3)CC2)c1
    -17.6%, 0.6%, 0.0%, 4.5%, 7.3%, 0.6%, -3.6, 17.3%, 0.0%, -9.5%, /
> c1csc(CSc2nnc3sc4ccccc4n23)c1
    27.9%, -6.6%, 0.3%, ?, 1.5%, 2.0%, -4.7, 4.1%, 0.1%, ?, -0.7%
> O=C(Nc1ccon1)c1ccccc1Cl
    -1.3%, -4.0%, 3.4%, -1.5%, -9.3%, 0.5%, -4.0, -0.2%, 0.0%, 10.8%, -6.4%
> NS(=O)(=O)c1ccc(CCNC(=O)c2ccc(=O)[nH]c2)cc1
    -1.5%, -3.3%, -1.3%, 2.9%, 3.2%, 0.5%, 9.8, -2.3%, -0.7%, 12.1%, -1.1%
> CCn1c(C)c(C(C)=O)c(N2CCN(c3cccc(Cl)c3)CC2)nc1=S
    -6.9%, -6.3%, 0.0%, ?, -24.5%, -2.2%, 13.2, 0.0%, 0.1%, 3.9%, -5.1%
> Cn1ncc(Br)c1C(=O)NC12CC3CC(CC(C3)C1)C2
    -13.3%, -3.4%, -5.2%, -0.2%, -7.8%, 3.4%, -0.8, 3.3%, -1.0%, 2.4%, -0.8%[46.1 µM]
> CCN(CC)CCOC(=O)C1(c2ccccc2)CCOCC1
    -2.8%, -7.2%, -4.6%, -3.6%, 27.9%, 0.2%, 2.8, 2.9%, 0.0%, 14.4%, -2.6%
> COc1ccc(NC(=O)c2cc(NC(=O)C3CCCCC3C(=O)O)ccc2N2CCOCC2)cc1 (stereo unspecified)
    0.1%, -1.4%, 5.4%, -9.5%, -6.3%, -6.4%, -11.1, -9.0%, -0.4%, 16.6%, 0.7%
> Cc1ccc(S(=O)(=O)N(CC(=O)Nc2cccc(N(C)S(C)(=O)=O)c2)c2ccc(Cl)c(Cl)c2)cc1
    -3.9%, -3.9%, -6.7%, -0.4%, 9.3%, -0.1%, -16.8, -13.4%, -0.5%, ?, -4.3%
> CCCC(=O)Nc1nc2ccc(NC(=O)c3cccnc3)cc2s1
    -0.4%, -4.8%, -0.3%, -7.4%, 11.7%, 2.9%, -3.2, ?, -0.5%, -8.3%, 1.4%
> C=CCn1c(SCC(=O)Nc2ccccc2OC)nnc1-c1ccccn1
    3.6%, -4.6%, -0.2%, ?, 0.7%, -0.7%, -1.8, -9.1%, 1.9%, ?, -6.2%[46.1 µM]
> COc1cc(NC(=O)C2=C(N3CCOCC3)/C(=C/c3ccc(Cl)cc3)CC2)cc(OC)c1OC
    -2.0%, 0.5%, 0.0%, -4.0%, 8.7%, 2.4%, -5.6, -2.3%, -0.3%, 16.4µM*, 0.0%[46.1 µM]
> COc1ccc(-c2nc(C(=O)NCCCN3CCOCC3)cc3c2[nH]c2ccccc23)cc1OC
    8.9%, 0.6%, -2.7%, ?, -9.3%, -12.2%, 16.1, 14.4%, 6.4%, -29.2%, -1.0%
> O=C(CSCC(=O)NC1CCCC1)Nc1ccccc1
    2.1%, -5.7%, -0.8%, 10.3%, 0.8%, 1.1%, -5.9, 2.8%, -2.1%, -8.9%, -3.8%[46.1 µM]
> O=C(NC(C(=O)O)c1ccccc1)c1ccccc1 (stereo unspecified)
    -1.4%, 0.6%, 0.1%, ?, 2.2%, -1.4%, 2.6, -9.1%, 3.4%, 2.5%, 13.4%
> Cn1c(=O)n(C)c2cc(CNc3ccc(N4CCOCC4)c(C(=O)O)c3)ccc21
    -2.6%, -2.2%, 12.7%, -5.8%, -2.7%, 0.4%, 6.8, 3.2%, 0.2%, -4.4%, 5.6%
> COc1ccc(C2=NN(C(=O)CCC(=O)O)C(c3cccs3)C2)cc1OC (stereo unspecified)
    -2.3%, 6.8%, -0.2%, 0.0%, -9.7%, 4.6%, -12.4, -1.1%, -0.3%, 5.9%, 0.4%
> O=C(NC(=S)N1CCCc2ccccc21)c1ccc(Br)cc1
    2.7%, -1.0%, 8.5%, ?, -2.0%, 3.5%, 2.6, -4.9%, -0.8%, ?, -1.4%[46.1 µM]
> CC(=O)c1ccc(NC(=O)C(C)n2nc(-c3ccccc3)c3cc(Cl)ccc32)cc1 (stereo unspecified)
    4.3%, -4.4%, -6.2%, ?, 4.7%, 0.7%, 21.6, -24.1%, -0.7%, ?, 5.7%
> Cc1ccc(-c2nnc(N3CCCCC3)c3ccccc23)cc1S(=O)(=O)N1CCN(C)CC1
    -4.3%, -5.7%, 1.5%, 2.0%, -11.1%, 1.4%, 8.7, 9.3%, -1.7%, -4.0%, 4.1%
> C=CCOC(=O)C(=O)/C=C/c1ccc2c(c1)Cc1ccccc1-2
    6.1%, 1.7%, 5.3%, ?, -7.8%, 2.8%, -5.2, -25.2%, 0.1%, ?, -3.1%

(further entries)
Below each compound – Mito fusion yeast, PTAP TSG101 blk, Tb PFK inh, Chronic BCR inh, Eya2 inh, USP2a block, TSHR antagonist, uPA generation, B2AR arrestin, ELG1 DNA repair, TCR act
> CC(C)C(NC(=O)c1ccccc1F)C(=O)NCc1ccc(F)cc1 (stereo unspecified)
    3.3%, -8.0%, -0.1%, 1.2%, 3.3%, 0.0%, 12.9, 7.0%, 0.0%, -7.5%, 4.4%
> Clc1ccc(N2CCN(Cc3c[nH]c4ncccc34)CC2)cc1
    7.31µM*!, -0.5%, 0.0%, -10.3%, -10.7%&-10.8%, 1.6%, 8.6&3.7, -23.1%, -0.2%, -12.0%, -1.3%
> O=C(CCN1C(=O)C2CCCCC2C1=O)Nc1cc(F)ccc1F (stereo unspecified)
    1.5%, -1.6%, -7.5%, -0.5%, -1.5%, -1.5%, 13.1, 3.3%, 6.6%, 11.2%, 1.8%
> O=C(N/N=C/c1cccc(F)c1)c1ccc(Cl)cc1
    -9.5%, -3.5%, -5.8%, ?, 10.5%, -0.6%, 3.2, -7.7%, 0.0%, ?, 2.2%

Assay outcomes deposited in PubChem by National Center for Advancing Translational Sciences (NCATS).
